CHO parental Ca: counter-screen: ATP calcium response change in parental CHO cells | inhibition, % at 5.6 µM | actives 0.63% (n = 330,000) | parental CHO-K1, ATP-induced calcium, Fluo-8 fluorescence | AID 463079;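 active = inhibition above that plate's mean sample inhibition plus 3 SD, cut at about 26% in these data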;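 also: 0% = ATP-challenged DMSO wells and 100% = DMSO wells without ATP; some compounds past the cut are filed as inactive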
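Material: Parental CHO cells | Reagent: ATP | Compound dosing: Single nominal dose of 5.6 µM per compound | Detection: Intracellular calcium via Fluo-8 no-wash fluorescent dye | Read-out: % inhibition of ATP-induced calcium mobilization | Benchmarks: Low control ATP plus DMSO, high control DMSO only | Replicates: Singlicate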
CHRM1 agonist: agonists of human M1 muscarinic receptor; P11229; CHO-K1 hM1, Fluo-8 calcium fluorescence, agonist mode; 0% DMSO, 100% acetylcholine EC100; activation, % at 3 µM; actives 0.33% (n = 360,000); AID 588814;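 active = activation above the run's mean compound activation plus 3 SD, cut at about 16% in these data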;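 also: peak over basal fluorescence ratio within a 140 s kinetic read after compound addition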
M1 PAM: potentiates human M1 receptor response to acetylcholine; AID 588819; CHO-K1 hM1, Fluo-8 calcium fluorescence, ACh EC20; 0% = ACh EC20, 100% = maximal ACh; activation, % at 3 µM; actives 0.088% (n = 360,000); in the data active = activation above about 19%, passing the limit was not always enough
OXTR potentiate: potentiators of human oxytocin receptor; P30559; CHO-OTR cells, Fluo-8 calcium fluorescence, potentiator mode; 0% = oxytocin EC15, 100% = EC100; activation, % at 3 µM; actives 0.061% (n = 320,000);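 active = activation above that plate's cutoff, the mean activation of tested compounds plus 3 SD, cut at about 6.6% in these data, passing the limit was not always enough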;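 also: 100% uses oxytocin at 75 nM as the full agonist control; some results filed as inactive read as strong as hits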
Target sequence (P30559 whole entry, looked up): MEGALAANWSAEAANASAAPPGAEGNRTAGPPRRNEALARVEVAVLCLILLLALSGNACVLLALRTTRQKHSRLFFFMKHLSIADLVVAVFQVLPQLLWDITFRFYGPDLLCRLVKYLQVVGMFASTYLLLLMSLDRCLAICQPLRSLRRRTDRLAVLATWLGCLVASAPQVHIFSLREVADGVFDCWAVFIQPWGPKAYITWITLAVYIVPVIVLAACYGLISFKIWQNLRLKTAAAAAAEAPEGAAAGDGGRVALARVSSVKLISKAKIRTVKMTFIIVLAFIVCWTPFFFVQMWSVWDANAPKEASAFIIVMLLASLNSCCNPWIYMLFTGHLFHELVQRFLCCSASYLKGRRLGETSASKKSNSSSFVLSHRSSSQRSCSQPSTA
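Assay system: CHO cell line stably expressing human OTR. Reagent: EC15 oxytocin agonist. Dosing: single dose, 3.0 µM nominal final compound concentration. Timing: compound 6 min at room temperature before oxytocin, 100 s read. Signal: kinetic Fluo-8 calcium fluorescence. Controls: oxytocin EC15 low and EC100 high.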
M1 ag parental: nonselective activator or artifact in parental CHO-K1 cells; Fluo-8 calcium fluorescence; scaled to maximal ATP response, vehicle zero; activation, % at 3 µM; actives 0.48% (n = 360,000); in the data active = activation above about 15%;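 also: untransfected CHO-K1 host cells lacking M1 receptor as counterscreen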
M4 ag: agonists of human muscarinic M4 receptor (CHRM4). P08173. CHO-K1 hM4/Gqi5, Fluo-8 calcium fluorescence; vehicle 0%, full acetylcholine response 100%. activation, % at 3 µM. actives 0.14% (n = 360,000). AID 624127;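 active = activation above the run mean over all test wells plus 3 SD, cut at about 32% in these data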;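 also: peak over basal fluorescence ratio per well then scaled between controls; 0% = DMSO wells and 100% = acetylcholine at EC100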
Target sequence (P08173 whole entry, looked up): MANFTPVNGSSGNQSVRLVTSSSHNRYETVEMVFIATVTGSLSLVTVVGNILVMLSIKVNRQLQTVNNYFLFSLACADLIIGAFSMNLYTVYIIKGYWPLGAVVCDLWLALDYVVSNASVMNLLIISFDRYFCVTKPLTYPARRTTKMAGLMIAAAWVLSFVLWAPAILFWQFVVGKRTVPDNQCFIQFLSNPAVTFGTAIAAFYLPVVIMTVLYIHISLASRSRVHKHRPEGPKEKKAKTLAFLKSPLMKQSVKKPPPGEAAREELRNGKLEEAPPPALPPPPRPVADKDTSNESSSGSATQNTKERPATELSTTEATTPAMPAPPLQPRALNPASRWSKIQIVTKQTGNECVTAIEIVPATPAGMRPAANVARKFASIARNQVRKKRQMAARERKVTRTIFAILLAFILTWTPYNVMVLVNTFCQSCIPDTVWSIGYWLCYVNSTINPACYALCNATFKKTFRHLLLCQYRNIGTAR
M1 antag: human CHRM1 antagonism. actives 1.3% (n = 360,000). P11229. AID 588852. CHO-K1 hM1, Fluo-8 calcium fluorescence, ACh EC80 antagonist. inhibition, % at 3 µM;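 active = percent inhibition above its own plate's cutoff, namely the mean of that plate's compound wells plus 3 SD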;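 also: peak over basal fluorescence ratio during 140 s after agonist addition; 0% = ACh EC80 plus DMSO and 100% = DMSO alone without agonist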
CHO-K1 Ca antag: M1 antagonist counterscreen hit in parental CHO-K1 cells | ATP-induced calcium, Fluo-8 fluorescence | inhibition, % at 3 µM | actives 0.6% (n = 360,000) | AID 602250;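 active = inhibition above a per-plate cutoff, the plate's mean sample inhibition plus 3 SD, cut at about 24% in these data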;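 also: 0% = DMSO plus EC80 ATP and 100% = DMSO alone without ATP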
M4 antag: blocks acetylcholine activation of human M4 receptor. P08173. CHO-hM4 cells, ACh EC80, Fluo-8 calcium fluorescence. inhibition, % at 3 µM. actives 0.73% (n = 360,000);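 active = inhibition above its plate's cutoff, the mean inhibition of sample wells plus 3 SD, cut at about 27% in these data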;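 also: 0% = acetylcholine EC80 with DMSO and 100% = DMSO without agonist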
* = called active by the depositor; nt = not tested or not shown. Hits appear at their usual frequency. Share with any hit: about 2.9%.

SMILES	CHO parental Ca	CHRM1 agonist	M1 PAM	OXTR potentiate	M1 ag parental	M4 ag	M1 antag	CHO-K1 Ca antag	M4 antag
NC(=NC(=O)c1ccccc1)N1CCOCC1	-10	-1	-5	-6	0.2	0	-1	-19	1
Cc1ccc(NC(=O)CCN2C(=O)CSC2=O)cc1	0	-3	4	-7	0.2	1	-3	-8	1
CCN(Cc1ccc(C#CCCO)cc1)CC1CCCN(CCc2cccc(F)c2)C1 (stereo not drawn)	-18	-8	-28	-11	0.3	2	52*	2	11
COc1cnn(-c2ccccc2)c(=O)c1N(C)C	-16	-4	1	-3	0.9	0	2	-5	-3
COc1ccc(Cc2c(-c3ccc(F)cc3)nc3cc(C)c(Br)c(C)n23)c(C)c1	nt	nt	nt	nt	0.7	1	nt	-31	-23
O=C1CN(C(=O)c2ccc(Br)o2)C(c2ccccc2)c2cc(Cl)ccc2N1 (stereo not drawn)	-19	1	6	-5	3.3	4	-8	-6	0
CC1CC(C)CN(C(=O)Cc2c(C(=O)O)[nH]c3ccc(Cl)cc23)C1 (stereo not drawn)	-25	-10	-1	-4	0.0	3	-4	-7	-5
CCC(C)C(=O)Nc1nnc(SCC(=O)NC2CCCCC2)s1 (stereo not drawn)	-13	-4	-3	-2	1.0	1	2	-4	-1
COc1cc(C2C3=C(CCCC3=O)Nc3ccc4ncccc4c32)ccc1O (stereo not drawn)	-30	-7	5	-17	-0.1	1	-2	-4	-3
O=C(Cn1nc(Cc2cccnc2)c2ccccc2c1=O)NCC1CCCO1 (stereo not drawn)	-2	-2	-3	-4	0.2	0	0	6	1
O=C1CSC(=Nc2ccccc2)N1Cc1ccccc1	-15	-10	4	-7	-0.2	-2	-7	-6	-1
COc1ccc(NC(=S)Nc2ccccc2)c(OC)c1	-15	-3	10	-6	0.1	1	-6	-4	8
Cc1cccc(CSCCNC(=O)CN(c2cc(C)cc(C)c2)S(C)(=O)=O)c1	-22	-1	13	-4	1.7	0	-12	-8	6
CC(OC(=O)c1ccccc1NS(=O)(=O)c1cccc(C(F)(F)F)c1)C(=O)N(C)Cc1ccccc1 (stereo not drawn)	-10	-8	0	-17	1.8	-1	-11	0	1
COc1ccc(C2C3=C(CC(C)(C)CC3=O)N(CC(=O)O)C3=C2C(=O)CC(C)(C)C3)cc1OC	-20	-2	3	-2	1.3	0	-14	-12	4
CCOC(=O)C/C(C)=N/NC(=O)C1CC1(c1ccccc1)c1ccccc1 (stereo not drawn)	-19	-4	-2	-11	4.1	11	5	-2	-14
O=C(CN1CCC(C(=O)c2ccc3c(c2)OCCO3)CC1)Nc1ccccc1F	-9	-4	11	-21	4.5	10	-15	-13	-14
O=C(Cc1cccs1)NCc1cn2ccccc2n1	-7	-4	3	-6	-0.4	1	-14	23	4
c1cncc(CSc2nnc3ccc(-c4ccco4)nn23)c1	8	-2	9	-7	-0.1	0	-13	3	-4
CC(C)COc1ccc(C(=O)NCc2ccco2)cc1	-7	-4	6	-18	0.7	1	-12	-11	-2
Cc1c2ccccc2nc2c(F)c(N(C)C)c(F)c(F)c12	5	2	4	-13	3.1	3	2	7	4
COc1cccc(C(C(=O)NC2CCCC2)N(C(=O)c2ccco2)c2ccc(NC(C)=O)cc2)c1OC (stereo not drawn)	-15	-3	17	-6	-0.1	2	-14	-14	-9
CCCc1cc(=O)oc2cc(C)cc(OC(C)C(=O)NCCCN3CCOCC3)c12 (stereo not drawn)	-21	0	14	-7	3.2	4	-14	-18	12
Cc1ccc(C)c(C(=O)CSc2nnnn2-c2cccnc2)c1	-24	-1	3	0	0.4	2	-15	-11	-10
O=C(CN1C(=O)NC2(CCCC2)C1=O)Nc1ccc(Cl)c(C(F)(F)F)c1	-9	0	9	-12	4.1	14	-14	-2	0

Following part
SMILES	CHO parental Ca	CHRM1 agonist	M1 PAM	OXTR potentiate	M1 ag parental	M4 ag	M1 antag	CHO-K1 Ca antag	M4 antag
Cc1cc(C)nc(Sc2ccc(/C=C(\C#N)C(N)=O)o2)n1	-2	-7	3	-7	-0.4	-1	9	-7	6
CCOC(=O)c1sc(NC(=O)C(C)Sc2nnc(N)s2)nc1C (stereo not drawn)	-9	-1	10	-2	0.8	2	-20	-18	3
CCOc1cccc2cc(C(=O)NC(C)c3ccccc3)c(=N)oc12 (stereo not drawn)	-19	0	8	-2	-0.1	2	-6	4	0
O=C(COC(=O)C1=COCCO1)NCc1ccc(F)cc1	-1	2	12	2	0.1	0	3	1	-14
Cc1ccc(-n2nc3c(=O)n(C(C)C(=O)NCc4ccc(Cl)cc4)nc(C)c3c2C)cc1 (stereo not drawn)	-30	-4	-8	-10	-0.5	-1	1	-17	6
Cc1ccnc(N(C(=O)Nc2ccccc2)C2=NCC(C)(C)S2)c1	-10	-8	1	-9	0.3	1	15	-5	6
O=C(Cc1ccccc1)NC(NC(=O)Cc1ccccc1)c1cccc([N+](=O)[O-])c1	-11	-5	9	-15	0.0	1	-6	-5	-16
COc1cc(C=NNC(=O)C(=O)Nc2cccc(Cl)c2)cc(OC)c1O	nt	4	-7	nt	8.4	12	0	-13	-8
CC(C)CNC(=S)N1CCC(NC(=O)C23CC4CC(CC(C4)C2)C3)CC1	3	-1	1	-2	0.3	1	4	-7	0
O=C(/C=C/c1ccc(OCCCF)cc1)NCc1ccc(Cl)cc1	-9	-4	-1	-17	3.4	3	-3	-14	10
CC(=O)Nc1ccc(NC(=O)C(C)OC(=O)c2ccccc2C(=O)c2ccc(Cl)c([N+](=O)[O-])c2)cc1 (stereo not drawn)	9	-6	5	-9	0.1	0	9	-10	-1
COc1cc(C(=O)Nc2cccc(S(=O)(=O)NCc3ccco3)c2)cc(OC)c1OC	-27	-1	-8	0	5.5	13	13	-12	-6
COc1cc(N(Cc2ccccc2)Cc2ccccc2)c2ncn(C(C)C)c2c1	-44	-5	2	-2	0.1	0	-3	-11	0
OCCC#Cc1c(-c2ccsc2)sc2ccccc12	-12	-8	5	-7	0.2	0	1	-4	-1
Cc1ccc(NC(=O)c2ccc3nc[nH]c3c2)c(O)c1	-3	-4	4	0	0.8	1	1	-16	-1
Nc1ccn(CC(=O)NCc2ccc3c(c2)OCO3)c(=O)n1	-6	-2	0	-5	0.4	3	4	-15	6
Cc1ncc(CN2CCCC(CCC(=O)NCc3ccc(F)c(F)c3)C2)s1 (stereo not drawn)	-29	-13	-3	-2	-0.5	0	-2	1	0
COc1ccc(N2CCN(S(=O)(=O)c3c(C)nc4sccn4c3=O)CC2)cc1	5	2	9	-5	0.2	2	-2	5	-18
O=C1c2ccccc2CCC12OC2c1ccc([N+](=O)[O-])cc1 (stereo not drawn)	nt	-3	-7	nt	0.5	0	4	-7	0
COc1ccc(C(=O)N[C@H]2COC(C)(C)O[C@H]2c2ccccc2)cc1	-11	-3	9	-3	0.4	1	-23	-11	-6
CCN1CCC2(CCN(Cc3cn[nH]c3-c3ccc(OC)c(F)c3)C2)C1 (stereo not drawn)	6	-10	10	4	0.0	1	-17	-12	-19
COc1ccccc1OCC(O)Cn1c(Br)nc2c1c(=O)[nH]c(=O)n2C (stereo not drawn)	-18	3	-2	-4	4.4	7	-30	9	-7
Cc1ccc(C)c(S(=O)(=O)N2CCCC2CNC(=O)C(=O)NCc2cccs2)c1 (stereo not drawn)	-29	-1	2	-9	6.8	4	-13	0	-5
CCOC(=O)C1(C)CCCN(C(=O)c2ccc3c(c2)CCO3)C1 (stereo not drawn)	nt	-8	5	nt	0.7	1	-9	-1	-12
COC(=O)c1cccc(Nc2nc(-c3cccnc3)nc3ccccc23)c1	-28	-3	-13	-6	3.5	11	20	-5	-8

Further results follow:
SMILES	CHO parental Ca	CHRM1 agonist	M1 PAM	OXTR potentiate	M1 ag parental	M4 ag	M1 antag	CHO-K1 Ca antag	M4 antag
COc1ccc2cc(C(c3nnnn3C3CCCC3)N3CCOCC3)c3nnnn3c2c1 (stereo not drawn)	-17	-4	-5	4	1.0	1	3	-18	-4
Cc1ccc(OCCC(=O)OC(C)C(=O)Nc2ccc(Cl)cn2)cc1 (stereo not drawn)	-15	-3	3	-6	-0.8	0	-14	-4	-1
CCOC(=O)c1cn(Cc2ccccc2)c(C(=O)OC(C)(C)C)c1O	-24	15	-21	-19	44*	81*	17	0	15
Cc1cc(N2CCOCC2)n2ncc(-c3ccccc3)c2n1	-8	-6	0	1	0.8	0	-2	-40	1
O=C(Cc1cn2ccsc2n1)Nc1cccc2cnccc12	-11	-1	7	-6	0.5	1	-6	-8	-6
O=C(Nc1ccccc1N1CCN(c2ccccc2)CC1)C12CC3CC(CC(C3)C1)C2	-19	-3	10	-6	0.8	1	-13	-17	-7
CCc1ccc(NC(=O)N(CCCOC(C)C)C2CCN(C(C)=O)CC2)cc1	-5	-6	4	2	0.3	0	-3	-5	9
CC(C)OCCCNC(=O)CN1C(=O)CSc2ccc(S(=O)(=O)N3CCCCC3)cc21	-27	0	16	-6	-0.7	0	-8	1	-4
O=C(NCCc1ccccc1)c1ccc(-n2cnnn2)cc1	-1	-1	10	0	0.2	2	-17	-6	-8
CCOc1ccc(NC(=O)C2C3CC/C=C\CCC32)cc1 (stereo not drawn)	-6	-2	10	0	1.2	0	-17	-3	0
Cc1ccc(S(=O)(=O)N(C)CC(=O)NNC(=O)CCS(=O)(=O)c2ccccc2)cc1	-6	-3	3	0	-0.3	1	-4	-16	-18
CNC(=O)c1ccc(C)c(NC(=O)C2=C(C)OCCS2)c1	9	-2	5	-7	0.5	1	-15	-18	-17
O=C(Cn1ncc(Cl)c(Cl)c1=O)c1ccc(Cl)cc1	13	-4	-1	-26	0.0	-1	4	-5	7
COc1ccccc1OCCCCCCN1CCN(C)CC1	2	-8	-6	1	0.0	1	0	-7	5
Cc1cn(CC(=O)N[C@H](CO)Cc2c[nH]c3ccccc23)c(=O)[nH]c1=O	nt	-3	9	nt	0.7	1	-16	-10	-1
CCOP(=O)(OCC)c1nc(-c2ccc(Cl)cc2)oc1NCc1ccccc1	-33	-4	6	-9	1.6	-1	-11	-18	-16
CCOc1ccc(S(=O)(=O)N2CCN(S(=O)(=O)c3ccc(OCC)cc3)C(C)C2)cc1 (stereo not drawn)	-11	-7	7	-1	-0.2	-1	-2	3	1

Quoted at random: 3 entries already listed, in no set order.
SMILES	CHO parental Ca	CHRM1 agonist	M1 PAM	OXTR potentiate	M1 ag parental	M4 ag	M1 antag	CHO-K1 Ca antag	M4 antag
CCOC(=O)c1cn(Cc2ccccc2)c(C(=O)OC(C)(C)C)c1O	-24	15	-21	-19	44*	81*	17	0	15
CCOc1ccc(S(=O)(=O)N2CCN(S(=O)(=O)c3ccc(OCC)cc3)C(C)C2)cc1 (stereo not drawn)	-11	-7	7	-1	-0.2	-1	-2	3	1
CCc1ccc(NC(=O)N(CCCOC(C)C)C2CCN(C(C)=O)CC2)cc1	-5	-6	4	2	0.3	0	-3	-5	9
